# PfM18AAP inh: blocks P. falciparum M18 aspartyl aminopeptidase. recombinant PfM18AAP, H-Glu-NHMec fluorogenic cleavage. inhibition, % at 7.35 µM. actives 1.2% (n = 290,000). AID 1822;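 active means inhibition above the campaign mean inhibition over all tested compounds plus 3 SD, cut at about 28% in these data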;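 further: 0% = plate median of test compound wells and 100% = 2 mM ZnCl2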
# PHOSPHO1 block: PHOSPHO1 (human) inhibition; inhibition, % at 13.3 µM; AID 1565; recombinant PHOSPHO1, absorbance phosphatase assay; Q8TCT1; actives 1.1% (n = 290,000); in the data active means inhibition above about 60%
# Target sequence (Q8TCT1 whole entry, looked up): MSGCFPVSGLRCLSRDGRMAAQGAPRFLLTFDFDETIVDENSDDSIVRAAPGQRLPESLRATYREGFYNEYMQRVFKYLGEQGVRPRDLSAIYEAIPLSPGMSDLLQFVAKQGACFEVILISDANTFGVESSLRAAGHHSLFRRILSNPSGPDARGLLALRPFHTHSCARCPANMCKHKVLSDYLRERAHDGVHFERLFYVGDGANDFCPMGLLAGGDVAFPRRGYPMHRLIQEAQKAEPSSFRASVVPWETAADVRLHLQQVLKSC
# IMP-1 inh: inhibitors of Pseudomonas aeruginosa IMP-1 metallo-beta-lactamase; AID 1556; actives 0.45% (n = 290,000); inhibition, % at 5.6 µM; purified IMP-1, nitrocefin hydrolysis, epi-absorbance fluorescence;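 active means inhibition above the mean plus 3 SD of all compounds in the same screening run, cut at about 4.5% in these data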;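 further: 0% = IMP-1 with DMSO and 100% = DMSO wells lacking enzyme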
#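 System: purified IMP-1; amount: IMP-1 0.2 nM before substrate addition; compound: single dose, 5.6 µM; times: 25 °C, 15 min preincubation, 25 min reaction; signal: Epi-absorbance via hydrolysed-nitrocefin quenching of white-plate fluorescence, 480/530 nm, EDTA stop; benchmarks: DMSO with and without IMP-1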
# GPR7 antagonist: blocks human GPR7 receptor signaling. AID 1861. actives 1.1% (n = 290,000). GPR7-expressing cells, fluorescence antagonist assay. inhibition, % at 4.4 µM. P48145; in the data active means inhibition above about 16%, passing the limit was not always enough;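 further: cells stimulated with the agonist NPW; 0% = agonist with vehicle and 100% = vehicle without agonist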
# Target sequence (P48145 whole entry, looked up): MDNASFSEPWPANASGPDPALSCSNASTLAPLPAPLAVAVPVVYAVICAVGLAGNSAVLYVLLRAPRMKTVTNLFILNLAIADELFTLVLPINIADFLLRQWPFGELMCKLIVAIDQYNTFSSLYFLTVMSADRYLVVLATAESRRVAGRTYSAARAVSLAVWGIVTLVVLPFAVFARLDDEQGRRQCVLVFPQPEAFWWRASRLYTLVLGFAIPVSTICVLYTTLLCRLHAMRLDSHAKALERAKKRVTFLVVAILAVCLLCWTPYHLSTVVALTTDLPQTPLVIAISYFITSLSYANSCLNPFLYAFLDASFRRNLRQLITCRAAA
# NALP1 yeast inh: blocks the NALP1 inflammasome reconstituted in yeast; actives 0.61% (n = 280,000); inhibition, % at 10 µM; S. cerevisiae NALP1/ASC/caspase-1 growth, X-gal OD620, 72 h; AID 2071; in the data active means inhibition mostly above about 24%, no sharp cut-off; inactive means mostly below about 32%; further: some compounds called inactive have numbers as strong as hits
# pCIP destab: p/CIP protein destabilization | AID 1984 | actives 0.01% (n = 290,000) | decrease of EGFP signal, % at 10 µM | F442A p/CIP-EGFP cells, EGFP fluorescence, 16 h | Q05BA5;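 active means EGFP signal decrease of at least 30% at 10 µM or well 3 SD below plate mean, unless failing retest; inactive means the rest, including hits failing retest or dose response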; further: some compounds called inactive have numbers as strong as hits; many of its hits are not listed in these tables
# IDE cell inh: cellular human IDE inhibition; P14735; HEK cells, FAbetaB cleavage, fluorescence polarization; inhibition, % at 5.59 µM; actives 0.41% (n = 320,000); AID 434962;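 active means percent inhibition above the average of all tested compounds plus 3 SD, set per screening campaign, cut at about 16% in these data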;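 further: IDE supplied by intact live HEK cells; FP after avidin binding of uncleaved biotin substrate so inhibition keeps polarization high; 0% = DMSO wells and 100% = 60 µM reference IDE inhibitor Ii1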
# IDE act: boosts human insulin-degrading enzyme activity in HEK cells. FAbeta-B cleavage, fluorescence polarization; 0% vehicle, 100% cell-free pure enzyme wells. activation, % at 5.96 µM. actives 0.073% (n = 340,000). AID 493087;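 active means activation above the mean of all tested compounds plus 3 SD, set per screening campaign, cut at about 17% in these data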
# VIM-2 inhibitor: inhibitors of Pseudomonas aeruginosa VIM-2 metallo-beta-lactamase | purified VIM-2, nitrocefin hydrolysis, epi-absorbance fluorescence | inhibition, % at 5.6 µM | actives 0.89% (n = 290,000);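 active means inhibition above the mean of all tested compounds plus 3 SD, cutoff set per screening run, cut at about 7.5% in these data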;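 further: red hydrolysis product quenches plate fluorescence so inhibitors raise well fluorescence; 0% = enzyme with DMSO and 100% = DMSO without enzyme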
# The depositor's hits bear a star; · = not tested or not shown.
SMILES,PfM18AAP inh,PHOSPHO1 block,IMP-1 inh,GPR7 antagonist,NALP1 yeast inh,pCIP destab,IDE cell inh,IDE act,VIM-2 inhibitor
O=C(NCc1ccccc1)C(c1ccccc1F)N(CC1CCCO1)C(=O)c1ccccn1 (stereo unspecified),6,26,-4.2,15,2,20,2,4,-2.2
COc1cc(O)c(C(CCN2CCN(c3ccccc3)CC2)c2cc(OC)c(OC)c(OC)c2)c(OC)c1 (stereo unspecified),·,4,·,·,2,19,5,-3,·
CC(C)N1C(=O)CCC1C(=O)NC1CCCC1 (stereo unspecified),-3,11,-1.0,-12,-11,-4,1,-2,0.9
COc1ccc(CC(=O)NCC2CCCN(Cc3ccccc3OC)C2)cc1 (stereo unspecified),0,-2,-1.1,21,18,-1,0,0,1.2
COC(=O)C1=C(C)N(CCc2ccc(OC)c(OC)c2)C(=O)C1,9,19,-1.6,-1,8,-1,5,5,-1.8
Cc1cc(C(=O)NC2CCCc3ccccc32)ccc1[N+](=O)[O-] (stereo unspecified),4,32,-1.5,3,-6,2,-1,3,-1.1
Cc1c(C(=O)Nc2ccc(S(N)(=O)=O)cc2)oc2ccc(Cl)cc12,1,41,-1.9,-12,2,3,4,-1,-2.9
CCn1nc(C)c(CN2CCN(Cc3ccc(OC)c(C)c3C)C(CCO)C2)c1C (stereo unspecified),9,46,-1.6,-15,-8,-12,0,2,-1.4
CCOc1ccc(Oc2ccc(Cl)cc2NC(=O)CCNC(C)=O)cc1,3,-22,-2.0,-5,9,-8,0,5,-2.9
CCC(=O)Nc1cc(SCCO)cc([N+](=O)[O-])c1,4,24,-2.1,-7,-2,-12,2,-1,-2.0
Cc1cc(C)cc(N(C)S(=O)(=O)c2nnc(NC(=O)C(C)C)s2)c1,1,50,-3.5,-8,-8,-9,·,-4,-2.2
N=c1c2c(n(Cc3ccc(F)cc3)c3c1CCC3)CCC2,-4,-13,-0.2,-5,-4,-29,0,4,-2.8
C/C(=N\NC(=O)c1ccc(Cl)cc1)c1cccc(NC(=O)C(C)C)c1,-3,24,-3.8,-8,4,-4,12,-1,-3.9
c1ccc2nc(N3CCOCC3)cnc2c1,-9,-2,-4.7,-11,-11,-3,2,4,-1.6
COc1cccc(Cn2cccc(NC(=O)Nc3cccc(C#N)c3)c2=O)c1,-6,-1,0.9,27*,·,-12,-2,·,1.0
CC1CCN(S(=O)(=O)c2ccc3c(c2)oc(=O)n3CC(=O)N2CCc3ccccc3C2)CC1,-2,7,2.6,-5,-5,-11,0,-2,0.4
COc1ccccc1N1C(=O)C2C3C=CC(C3)C2(C)C1=O (stereo unspecified),2,-13,-3.0,-12,3,-10,4,3,-1.4
CCOc1ccc(C(=O)NC2CCN(C(=O)Nc3ccccc3OC)CC2)cc1,-15,-4,-7.4,-9,-18,-15,-2,0,-1.6
CCCc1cc(N2CCCC(C(=O)Nc3cc(Cl)ccc3OC)C2)n2ncnc2n1 (stereo unspecified),1,·,-4.8,-5,·,·,7,-2,-2.1
O=C(N/N=C\c1ccc(Oc2ccccc2)cc1)c1csnn1,6,-29,-2.8,-2,4,2,2,-7,-3.5
Cc1ccc2occ(C(=O)c3ccco3)c(=O)c2c1,5,22,-2.4,0,47,-9,-2,3,-3.5
CCOC(=O)c1oc2cccc(OCC(O)CNC(C)C)c2c1C (stereo unspecified),9,1,-1.4,13,-3,-10,-2,1,4.2
Cc1cccc(-n2cc(-c3ccccc3)c3c(N4CCOCC4)ncnc32)c1,-6,33,1.1,-15,5,-3,-3,2,0.1
Cc1ccc(C(=O)NCC(c2ccc(F)cc2)N2CCOCC2)cc1 (stereo unspecified),-2,-40,1.1,21,·,-10,3,9,1.3
O=C(NC(=S)N1CCN(c2ccc(O)cc2)CC1)c1cccs1,31*,-21,-2.8,6,-14,-5,-3,-1,-3.2
COc1cc(OC)cc(C(=O)NCC(=O)OCC(=O)Nc2ccc3c(c2)OCO3)c1,-4,13,-3.7,-12,4,-23,3,4,-2.7
O=C(Nc1ccncc1)c1ccc(S(=O)(=O)Nc2ccccc2)cc1,10,37,-4.0,0,20,-15,-7,5,-3.0
O=C(CN1CCCCC1)Nc1nnc(-c2ccccc2)s1,0,-6,-8.0,6,-12,-12,-2,-1,-1.4
CCn1nc(NC(=O)C2CCCO2)c2cc3cc(C)ccc3nc21 (stereo unspecified),-11,56,0.6,-8,7,7,1,0,2.4
Fc1ccccc1/C=N/n1cc(-c2ccccc2)[nH]c1=S,46*,-31,-1.8,-4,·,-1,2,-2,-2.2
CCOC(=O)/C=c1\s/c(=C\c2ccc(C#N)cc2)c(=O)n1CC(=O)Nc1cccc(C)c1C,2,37,1.0,-7,-3,2,0,8,-0.7
O=C(O)c1cn(C2CC2)c2cc(N3CCN(S(=O)(=O)c4ccc5c(c4)OCCO5)CC3)c(F)cc2c1=O,-1,34,-2.1,-11,5,-24,-1,6,-1.7
CCOC(=O)c1nnc(-c2ccccc2)nc1NC,7,36,-2.7,-17,-4,6,-3,4,-0.4
CC(C)C1N(C(=O)CN2CCCC2)CCN1S(=O)(=O)c1ccccc1 (stereo unspecified),3,-8,-1.8,7,6,-1,7,8,-3.3
CSC1=NC2(CCCCC2)CC12C=CC(=O)C=C2,0,-29,-1.3,-14,0,2,3,0,-2.9
O=C(NC(=S)Nc1cccc2c(O)cccc12)c1ccco1,17,2,2.2,-9,10,-2,-6,-4,-0.7
C=CCN(C(=O)c1csnn1)C(C(=O)NCc1ccc(F)cc1)c1sccc1C (stereo unspecified),3,39,-2.9,4,-7,-6,0,2,-0.5
Cn1c(N)c(C(=O)COC(=O)C2CCCC2)c(=O)n(C)c1=O,5,-18,-1.8,-6,6,0,-6,0,-1.0
COc1ccc(CCNC(=O)CCS(=O)(=O)c2ccc3c(c2)CCN3C(C)=O)cc1OC,-4,22,-5.3,-12,3,-3,4,8,-2.7
O=C(Nc1nc(-c2ccccn2)cs1)c1ccc(S(=O)(=O)N2CCCCC2)cc1,4,25,-0.4,2,·,0,-6,·,-1.8
CC(=O)Nc1ccc(NC(=O)CSc2nnc(NC(=O)C3CC(=O)N(c4ccc(F)cc4)C3)s2)cc1 (stereo unspecified),-5,12,-1.4,-6,6,-16,-3,0,-2.9
O=C(NCCN1CCOCC1)c1csc2c1CCCCC2,-6,28,-3.8,-5,10,-11,-7,-1,-1.1
C(=C/c1nccc2c1[nH]c1ccccc12)/c1ccc2c(c1)OCO2,6,51,-1.9,-9,-10,-18,·,-13,-2.0
O=C(COC(=O)CCc1nc2ccccc2n1-c1ccccc1)Nc1cccc(Cl)c1,11,-20,-0.9,9,27,-6,-1,0,3.6
COc1ccc(CCC(=O)Nc2nc3c(s2)CN(C)CC3)cc1OC,-5,-5,-1.9,3,-20,-3,0,0,-2.6
Cc1cccc(N(C(=O)c2csnn2)C(C(=O)NC(C)(C)C)c2ccncc2)c1 (stereo unspecified),-6,38,-1.4,-12,8,-13,-2,2,0.5
CCOC(=O)c1nnn(-c2nonc2N)c1COc1ccccc1,1,-32,-2.9,3,-4,12,-1,8,-3.3
O=c1[nH]c2ccc(Cl)cc2c(O)c1Cc1ccccc1,8,14,0.7,6,5,-2,3,2,-0.4

# The last 2 compounds of the part above open the next one.
SMILES,PfM18AAP inh,PHOSPHO1 block,IMP-1 inh,GPR7 antagonist,NALP1 yeast inh,pCIP destab,IDE cell inh,IDE act,VIM-2 inhibitor
CCOC(=O)c1nnn(-c2nonc2N)c1COc1ccccc1,1,-32,-2.9,3,-4,12,-1,8,-3.3
O=c1[nH]c2ccc(Cl)cc2c(O)c1Cc1ccccc1,8,14,0.7,6,5,-2,3,2,-0.4
COc1cc(CC(=O)NCc2ccc3c(c2)OCO3)cc(OC)c1OC,-1,4,-3.1,-10,18,-3,4,7,-3.0
CCNS(=O)(=O)c1ccc(-c2ccc(-n3cnnn3)cc2)cc1,-1,-19,-2.6,9,5,10,4,-2,-3.1
CC(C)CCN1C(Nc2ccccc2)=NC[C@@H]1Cc1ccccc1,0,-2,-2.3,19,17,-18,0,6,-1.2
CCOC(=O)C1CCN(C(=O)COc2cccc3ccccc23)CC1,3,22,-3.4,-12,8,-16,4,-2,-1.4
Cc1ccc(NC2CCCN(C(=O)CCn3nccc3C)C2)cc1C (stereo unspecified),9,-1,-4.1,-5,5,-12,8,1,-0.5
COc1cc(/C=C(\C#N)C(=O)NC2CCCCC2C)ccc1OS(=O)(=O)c1ccc(C)cc1 (stereo unspecified),-1,-1,-0.8,0,33,0,1,2,-1.6
Cc1ccc(N2C(=O)CSC2c2cccnc2)cc1F (stereo unspecified),4,34,-1.0,-9,5,-10,4,2,-3.2
CC(C)CCN1CCN(Cc2ccoc2)CC1CCO (stereo unspecified),-10,8,-0.8,8,·,-5,-2,4,-0.4

# Among those listed so far, 8 contain fluorine:
SMILES,PfM18AAP inh,PHOSPHO1 block,IMP-1 inh,GPR7 antagonist,NALP1 yeast inh,pCIP destab,IDE cell inh,IDE act,VIM-2 inhibitor
O=C(NCc1ccccc1)C(c1ccccc1F)N(CC1CCCO1)C(=O)c1ccccn1 (stereo unspecified),6,26,-4.2,15,2,20,2,4,-2.2
N=c1c2c(n(Cc3ccc(F)cc3)c3c1CCC3)CCC2,-4,-13,-0.2,-5,-4,-29,0,4,-2.8
Cc1ccc(C(=O)NCC(c2ccc(F)cc2)N2CCOCC2)cc1 (stereo unspecified),-2,-40,1.1,21,·,-10,3,9,1.3
Fc1ccccc1/C=N/n1cc(-c2ccccc2)[nH]c1=S,46*,-31,-1.8,-4,·,-1,2,-2,-2.2
O=C(O)c1cn(C2CC2)c2cc(N3CCN(S(=O)(=O)c4ccc5c(c4)OCCO5)CC3)c(F)cc2c1=O,-1,34,-2.1,-11,5,-24,-1,6,-1.7
C=CCN(C(=O)c1csnn1)C(C(=O)NCc1ccc(F)cc1)c1sccc1C (stereo unspecified),3,39,-2.9,4,-7,-6,0,2,-0.5
CC(=O)Nc1ccc(NC(=O)CSc2nnc(NC(=O)C3CC(=O)N(c4ccc(F)cc4)C3)s2)cc1 (stereo unspecified),-5,12,-1.4,-6,6,-16,-3,0,-2.9
Cc1ccc(N2C(=O)CSC2c2cccnc2)cc1F (stereo unspecified),4,34,-1.0,-9,5,-10,4,2,-3.2

# Screening results from PubChem.

# Compounds were not picked by outcome. About 5.3% of those tested had a hit in this group.
